Screens as filed in PubChem.
Menin MLL FP TR: qHTS Assay for Inhibitors Targeting the Menin-MLL Interaction in MLL Related Leukemias: Competition With Texas Red Labeled MLL-derived Mutant Peptide. O00255. AID 1768, 2009. Menin + Texas Red MLL mutant peptide, fluorescence polarization. Potency, µM (top dose mostly 61.6 µM), inactives show at the top dose FP activity change, negative = inhibition, usual class: inhibitors. 270,000 compounds, 0.23% hits; active = well fitted inhibition curve with a large enough effect in the polarisation, with a control signal flat, not every such curve was filed as active; inconclusive = small, poorly fitted or top-dose-only effect, or effect the other way, or a change in a side signal; inactive = no such curve, though single readings can be large or run the other way; the % refers to the polarisation; also: potency is read from the fitted curve at half-maximal effect; % of control where 0% means no effect; many of its hits are not listed in these tables
TRPV1 ag: HTS Assay for Compounds that Act as Agonists of the Vanilloid Receptor 1; Transient receptor potential cation channel subfamily V member 1 (Homo sapiens), Q8NER1; TRPV1-expressing cells, Fluo-8 calcium influx, agonist mode; activation, % at 8.33 µM; 320,000 compounds, 0.19% hits; AID 540275, 2011; in the data active = activation above about 80%; inconclusive = between about 30% and that limit; also: 0% is about no effect
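Cells expressing TRPV1 were dye-loaded with Fluo-8 and read kinetically: 10 s baseline, 3 min after compound (agonist portion), then 2 min after EC20 capsaicin (allosteric enhancer portion). Calcium-bound dye fluorescence at 480/520 nm.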
GALK inh: qHTS Assay for Inhibitors of Human Galactokinase (GALK) | Purified GALK, Kinase-Glo residual ATP luminescence | Potency, µM (doses to about 57.5 µM), for inactives: at the top dose activity change, negative = inhibition, hits mostly inhibitors | 270,000 compounds, 0.007% hits | AID 1868, 2009; also: potency is read from the fitted curve at half-maximal effect; % is scaled to controls: 0 for no effect and ±100 for the full control effect
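GALK at 5 nM final was combined with compound, 35 uM ATP and 100 uM galactose in HEPES pH8.0 with MgCl2 and DTT. The reaction ran one hour at room temperature before luminescent ATP detection.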
Giardia kill: Small Molecules that selectively kill Giardia lamblia: qHTS | 340,000 compounds, 0.15% hits | AID 540267, 2011 | activity change, % at 7.66 µM, hits read low | Giardia lamblia trophozoite viability; in the data active = activity change below about -80%; inconclusive = between about -30% and that limit;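 also: parasites exposed to compound for two days anaerobically before the ATP read; % is scaled to controls: 0 for no effect and ±100 for the full control effect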
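Giardia trophozoites, 100 cells per well, were exposed to compounds for 48 hrs at 37 deg C under anaerobic conditions; viability was then read as ATP content by bioluminescence after 15-30 min at room temperature.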
B2AR arrestin: qHTS assay of beta-arrestin-biased ligands of beta2-adrenergic receptor. AID 492947, 2010. Potency, µM (highest dose often 46.1 µM), for the others: top-dose activation, hits mostly activators. 330,000 compounds, 0.02% hits. Beta-2 adrenergic receptor (Homo sapiens), P07550. beta-arrestin recruitment to beta2AR, cell-based reporter;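 also: potency is read from the fitted curve at half-maximal effect; 0% = DMSO controls and full agonism = EC100 isoproterenol or metaproterenol; nearly all actives have a fitted effect of over 65% in size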
MLL CXXC-DNA inh: qHTS Fluorescence Polarization Assay for Inhibitors of MLL CXXC domain - DNA interaction; Histone-lysine N-methyltransferase 2A (Homo sapiens), Q03164; MLL-CXXC / FITC-HOXA9 DNA fluorescence polarization; Potency, µM (top dose mostly 115 µM), for the others: top-dose activity change, negative = inhibition, most hits filed as inhibitors; 290,000 compounds, 0.037% hits; AID 2662, 2010; active = well fitted inhibition curve with a large enough effect in the polarisation, with a control signal flat, not every such curve was filed as active; inconclusive = small, poorly fitted or top-dose-only effect, or effect the other way, or a change in a side signal; inactive = no such curve, though single readings can be large or run the other way; the % refers to the polarisation; also: potency is read from the fitted curve at half-maximal effect
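Steps: dispense CXXC domain solution (7 uM) → pin compounds or unlabeled HOX-A9 DNA control → 5 min ambient → add FLSN-HOX-A9 solution (50 nM) → spin → 30 min ambient → fluorescence polarization. Tris pH 7.5/NaCl/DTT/BSA buffer.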
KCNH2 3.1 inh: qHTS for Inhibitors of KCHN2 3.1: Mutant qHTS; activity change, % (tested at about 1.8 µM); 340,000 compounds, 0.95% hits; U2OS KCNH2 3.1, thallium flux FluxOr; hits give low values; Potassium voltage-gated channel subfamily H member 2, brain isoform KCNH2 3.1 (human); AID 720553, 2013;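 active = maximum activity change below -70%; inconclusive = maximum activity change from -70% to -50%; inactive = maximum activity change above -50%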;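 also: thallium influx rate constant from kinetic fluorescence after stimulation buffer; % is scaled to controls: 0 for no effect and ±100 for the full control effect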
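FluxOr-based Tl+ influx in U2OS cells transduced with KCNH2 3.1 virus; rate constants normalized to DMSO controls.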
USP2a block: qHTS Assay for Inhibitors of Ubiquitin-specific Protease USP2a Using CHOP2 as the Reporter; AID 463254, 2010; 330,000 compounds, 0.01% hits; Ubiquitin carboxyl-terminal hydrolase 2 (Homo sapiens), O75604; Potency, µM (highest dose often 38.3 µM), for inactives: at the highest dose activity change, negative = inhibition, most hits filed as inhibitors; USP2 core, Ub-CHOP2 coupled fluorogenic reporter, 485/531;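 also: potency is read from the fitted curve at half-maximal effect; plate controls were DMSO wells for no effect and full inhibition by NEM control for full effect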
Target sequence (O75604 whole entry, looked up): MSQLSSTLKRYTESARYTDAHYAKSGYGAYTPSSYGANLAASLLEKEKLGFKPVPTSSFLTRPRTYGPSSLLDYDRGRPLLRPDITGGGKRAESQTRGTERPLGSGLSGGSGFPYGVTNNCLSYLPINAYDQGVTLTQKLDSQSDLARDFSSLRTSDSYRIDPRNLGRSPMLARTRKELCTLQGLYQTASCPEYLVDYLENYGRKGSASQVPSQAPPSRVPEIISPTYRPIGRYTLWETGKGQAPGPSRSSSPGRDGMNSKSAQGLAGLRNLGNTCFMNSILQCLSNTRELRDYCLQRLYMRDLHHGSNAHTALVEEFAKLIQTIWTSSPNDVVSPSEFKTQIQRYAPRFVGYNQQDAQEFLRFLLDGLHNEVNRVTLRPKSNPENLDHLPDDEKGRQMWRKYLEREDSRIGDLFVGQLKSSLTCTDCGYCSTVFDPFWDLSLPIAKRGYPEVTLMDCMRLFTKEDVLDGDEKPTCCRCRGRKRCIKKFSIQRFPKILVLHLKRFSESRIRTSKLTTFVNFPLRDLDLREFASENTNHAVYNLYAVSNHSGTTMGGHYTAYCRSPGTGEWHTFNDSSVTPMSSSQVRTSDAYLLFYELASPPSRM
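USP2 core (10nM final) preincubated 30min RT with compound in 20mM Tris-HCl pH 8.0, 2mM CaCl2, 2mM beta-mercaptoethanol, 0.05% CHAPS; 25nM Ub-CHOP2 plus 25nM reporter substrate added, fluorescence (Ex485/Em531) read after 60min.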
hERG WT inh: qHTS for Inhibitors of KCHN2 3.1: Wildtype qHTS; activity change, % at 1.84 µM; AID 720551, 2013; U2OS, BacMam KCNH2, thallium flux FluxOr; hits give low values; 340,000 compounds, 0.37% hits;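 active = maximum activity change below -70%; inconclusive = maximum activity change between -70% and -50%; inactive = maximum activity change above -50%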; also: % is scaled to controls: 0 for no effect and ±100 for the full control effect
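U2OS cells were transduced with wild-type KCNH2 virus (2.03 x 10^8 / mL) for 4 h at room temperature, then cultured overnight at 37 C. Thallium flux was read with FluxOr dye. Rate constants were normalized to DMSO controls.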
FBPA coupling cs: qHTS Assay for Inhibitors of Fructose-1,6-bisphosphate Aldolase from Giardia Lamblia: Coupling assay counterscreen; coupling enzyme system counterscreen, AmpLite Red fluorescence; activity change, negative = inhibition, % at 58.2 µM, hits read low; 290,000 compounds, 0.67% hits; AID 2472, 2010; in the data active = activity change below about -30%; also: % is scaled to controls: 0 for no effect and ±100 for the full control effect
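Coupling enzymes only (glyceraldehyde-3-phosphate) + compound, at 57.5 uM final, 10 min RT; add substrate/coupling/AmpLite Red mix, 20 min RT; fluorescence ex 525/em 598 nm. Actives flag coupling-system interference.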
PKM2 activator: qHTS Assay for Activators of Human Muscle isoform 2 Pyruvate Kinase; Pyruvate kinase PKM (Homo sapiens), P14618; purified PKM2, Kinase-Glo ATP luminescence, activation; response scale: 0% is enzyme alone, no compound; 260,000 compounds, 0.34% hits; Potency, µM (top dose mostly 57.5 µM), inactives show at the highest dose activation, actives largely listed as activators; also: potency is read from the fitted curve at half-maximal effect; % is scaled to controls: 0 for no effect and ±100 for the full control effect; nearly all actives have a fitted effect of over 55% in size
Target sequence (P14618 whole entry, looked up, canonical isoform): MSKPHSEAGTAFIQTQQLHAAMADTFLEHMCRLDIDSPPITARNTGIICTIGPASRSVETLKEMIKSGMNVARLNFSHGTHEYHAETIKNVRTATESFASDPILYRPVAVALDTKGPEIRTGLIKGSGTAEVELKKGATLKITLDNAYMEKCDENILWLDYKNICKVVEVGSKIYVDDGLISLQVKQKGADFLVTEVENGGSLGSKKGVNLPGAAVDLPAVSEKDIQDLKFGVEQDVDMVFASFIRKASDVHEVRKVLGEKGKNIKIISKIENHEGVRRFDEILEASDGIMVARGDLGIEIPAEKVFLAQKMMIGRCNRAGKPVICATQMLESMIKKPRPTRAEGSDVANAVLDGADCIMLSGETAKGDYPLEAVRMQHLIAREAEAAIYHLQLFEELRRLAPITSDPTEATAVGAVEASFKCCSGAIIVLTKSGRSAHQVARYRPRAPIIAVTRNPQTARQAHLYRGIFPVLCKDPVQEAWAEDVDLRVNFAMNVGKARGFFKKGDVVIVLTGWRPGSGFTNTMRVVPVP
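Kinase-Glo luminescence reports ATP generated from ADP (0.1 mM) and PEP (0.5 mM) by purified hPK-M2 after 1 h at room temperature, pH 7.2 imidazole buffer; intermediate enzyme activity allows detecting inhibitors and activators.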
* hit, by the source's call; ? = inconclusive; . = not tested or not shown; & = joins results of further samples; [ ] = another dose, or the depositor's remark. Unless noted, calls follow the shape of the dose curve; as a rule, active = well fitted curve in the direction sought with a large enough effect; inconclusive = small, poorly fitted or top-dose-only effect, or another doubt; inactive = no such curve, though single readings can be large; an effect the other way counts as inactive or inconclusive.

SMILES	Menin MLL FP TR	TRPV1 ag	GALK inh	Giardia kill	B2AR arrestin	MLL CXXC-DNA inh	KCNH2 3.1 inh	USP2a block	hERG WT inh	FBPA coupling cs	PKM2 activator
O=C1CCC(=O)O1	.	1.8	.	0.8	0.1%	.	10.2	-0.8%	4.4	.	.
COc1ccccc1C(=O)NCCC(=O)N(Cc1ccco1)Cc1cccs1	.	14.0	4.5%	6.9	-0.5%	-6.1%	27.1	-5.5%	-11.3	.	2.1%
COc1cc(/C=C2\NC(=O)NC2=O)cc(Br)c1OC	17.7%	-1.1	1.1%	10.1	-0.6%	-25.0%	-3.1	-0.2%	-2.1	0.2	.
CCN(C(=O)COC(=O)c1cccs1)c1c(N)n(Cc2ccccc2)c(=O)[nH]c1=O	.	4.6	.	-5.7	0.3%	.	5.2	-0.5%	-5.3	.	.
CCOC(=O)c1ccc(N2Cc3ccccc3C2=NC(=O)c2cccs2)cc1	1.0%	?	0.2%	17.0	-0.1%	8.7%	6.7	3.5%	-0.4	0.0	-8.0%
Cc1ccc(/C=N/Nc2nnc(Cl)c3ccccc23)cc1	-7.9%	0.5	.	?	3.0%	1.7%	.	-0.7%	-13.7	-3.2	-9.9%
COc1ccccc1CNC(=O)c1cc2ccccc2o1	-14.6%	24.5	-2.3%	-1.6	-0.1%	4.2%	-13.6	6.3%	-3.6	-0.8	-4.3%
O=C(Nc1ccccc1C(=O)NCCCn1ccnc1)c1ccccc1	-14.2%	2.1	0.1%	15.3	-0.2%	2.5%	?	-0.5%	16.6	0.3	0.0%
CC1CCN(CCCNS(=O)(=O)c2ccc3c(c2)CCN3C(=O)C2CC2)CC1	.	-0.7	-5.2%	-5.1	5.4%	4.5%	7.5	2.8%	-20.8	.	.
CCCCn1c(N)c(N(CCOC)C(=O)C2CCN(S(=O)(=O)c3ccc(C)c(C)c3)CC2)c(=O)[nH]c1=O	.	-1.6	.	-13.3	-0.2%	.	8.7	1.1%	-3.8	.	.
COc1nc(-c2ccccc2)ccc1-c1noc(-c2cccnc2)n1	5.6%	-11.4	3.5%	1.4	-0.7%	-5.4%	7.8	-6.9%	9.4	5.2	-7.2%
Cc1csc(Nc2nc(N)c(C(=O)Nc3ccccc3)o2)n1	?	12.7	0.6%	-8.3	0.3%	7.0%	8.1	1.3%	-5.7	-6.6	.
COc1ccc(N2CCN(c3oc(-c4ccc(OC)c(OC)c4)nc3C#N)CC2)cc1	4.5%	2.8	-2.5%	10.6	0.4%	3.6%	-22.0	-0.8%	-10.1	-2.9	2.7%
CCOC(=O)c1c(C)nc(-c2ccccc2)nc1N	0.7%	5.6	-4.1%	-11.0	-0.6%	-0.4%	-3.6	1.8%	31.6	-1.4	-2.0%
CCC(=O)c1cn(CC(=O)Nc2ccc(OC)cc2)c2ccccc12	?	-0.2	.	-7.5	-0.1%	0.8%	4.2	0.5%	-0.1	-0.2	-1.5%
C(=N\N1CCOCC1)/c1nc(-c2ccccc2)n2ccccc12	-5.7%	-1.0	0.7%	19.0	0.1%	-5.2%	0.2	1.1%	-4.3	-3.9	0.5%
CCCCSc1nc2sc3c(c2c(=O)[nH]1)CC(C)(CC)OC3 (stereo unspecified)	-9.2%	0.7	-1.5%	-0.9	-0.6%	5.1%	-4.4	-4.0%	0.3	1.2	.
Cn1cc(S(=O)(=O)Nc2cccc(F)c2)c(=O)n(C)c1=O	-7.8%	-3.4	1.6%	-4.1	-0.2%	3.4%	9.6	0.5%	11.2	0.2	-16.7%
CCCC[C@H]1COCCS(=O)(=O)N1Cc1ccc(Br)cc1	21.9%	2.9	.	29.8	0.5%	6.3%	-11.5	3.2%	-10.7	0.3	0.8%
O=C(Nc1cccc(NC(=O)c2cccs2)c1)c1ccc2c(c1)OCCO2	?	1.8	3.3%	4.1	0.0%	23.2%	22.3	-0.5%	20.2	0.4	-7.8%
C/C(CCC1CC(C)OC1=O)=N/Nc1nc(-c2ccccc2)cs1 (stereo unspecified)	5.8%	2.5	.	1.7	-0.8%	7.3%	-11.0	1.5%	15.1	1.2	6.8%
Cc1nn(-c2ccccc2)c(N2CCCC2)c1/C=N/n1cnc2scc(-c3ccccc3)c2c1=O	17.9%	1.7	0.3%	4.5&8.3	0.1%	6.9%	-13.3	-0.7%	-15.2	-2.3	-5.6%
CC(C)(C)c1ccc(C2=CSC3=NCCN23)cc1	-24.4%	-0.9	4.9%	-4.3	-0.8%	4.6%	-25.4	0.5%	29.0	1.4	-5.6%
CSC1=N/C(=C\c2ccc(F)cc2)C(=O)S1	-17.5%	-3.8	2.5%	8.8	0.5%	-21.3%	6.6	-0.7%	-15.8	3.6	-2.1%
CCOC(=O)CSc1nc(COc2ccccc2)nc2ccccc12	-1.6%	?	-1.3%	-17.9	-0.9%	2.5%	-0.4	0.1%	-4.8	-1.4	-3.1%[11.5 µM]

Additional records follow.
SMILES	Menin MLL FP TR	TRPV1 ag	GALK inh	Giardia kill	B2AR arrestin	MLL CXXC-DNA inh	KCNH2 3.1 inh	USP2a block	hERG WT inh	FBPA coupling cs	PKM2 activator
COc1ccccc1CNc1ccc(N2CCCCC2)cc1	-6.7%	-1.3	-1.4%	-1.2	3.1%	10.3%	6.8	-2.8%	-3.6	-11.8	-1.5%
CCOc1cc(NC(=O)c2ccco2)c(OCC)cc1NC(=O)Cc1ccc(OC)c(OC)c1	2.6%	?	1.2%	0.2	0.0%	-3.4%	-8.9	-0.9%	-22.1	-2.2	1.9%
O=C(Cn1c(=O)n(CC(=O)N2CCCCC2)c(=O)c2sccc21)NCc1ccccc1	.	3.7	-1.6%	21.0	0.0%	5.6%	-9.8	1.2%	6.5	.	.
CC(C)NC(=O)CSc1nnc(-c2ccc(S(=O)(=O)N3CCCC3)cc2)n1CC1CCCO1 (stereo unspecified)	14.1%	-0.3	-0.5%	5.2	0.4%	-1.2%	6.4	3.7%	-4.0	-0.6	2.9%
COc1ccccc1C1Nc2ccccc2NC2=C1C(=O)CC(C)(C)C2 (stereo unspecified)	-7.3%	-5.2	-6.3%	-17.4	-1.2%	20.8%	-193.9*	2.3%	-129.1*	0.1	-1.7%
CCOc1ccc(CN(C)C(=O)Cc2c[nH]c3ccccc23)cc1	-0.1%	-3.6	-1.8%	0.3	0.5%	4.0%	0.3	4.9%	-4.2	2.2	.
CCc1noc(C)c1C(=O)Nc1cc(S(=O)(=O)N2CCOCC2)ccc1OC(C)C	.	-3.6	.	-10.2	0.1%	.	8.5	-0.1%	-2.9	.	.
Cc1cc(C)c(NC(=O)C2CSCCS2)c(C)c1 (stereo unspecified)	-19.5%	-1.0	0.5%	-8.1	0.1%	15.3%	-3.9	1.1%	-6.0	0.9	1.7%
S=C(NCCCc1ccccc1)Nc1ccc(Cl)cc1	?	?	-2.2%	-12.3	0.1%	-0.9%	-11.9	5.1%	0.8	2.0	7.5%
CC1(C)CC2CC(C)(CN2C(=O)COC(=O)c2ccc(NC(=O)CC#N)cc2)C1 (stereo unspecified)	.	.	.	-16.3	0.0%	.	2.8	-0.5%	18.5	.	.
CN(C)S(=O)(=O)c1cccc(C(=O)Nc2ccccc2)c1	5.9%	10.4	-0.7%	7.2	-0.8%	-9.1%	-6.9	0.0%	-4.6	1.1	0.1%
COc1ccccc1NC(=O)c1cc2c(cc1Cl)N1CCCCCC1=NS2(=O)=O	.	.	.	-3.6	-0.1%	.	0.4	2.3%	-4.8	.	.
Cc1ccc(O)c(NC(=O)c2cc3nc4c(c(C(F)(F)F)n3n2)CCc2ccccc2-4)c1	18.2%	-0.9	0.7%	-8.8	-0.3%	0.9%	10.6	3.4%	10.0	1.0	0.0%
COc1ccc(CNC(=O)c2cccs2)cc1	0.4%	-3.7	-0.8%	-4.4	0.0%	-16.2%	0.6	1.0%	-15.1	0.3	-3.6%

Not all compounds are listed; rates above refer to the full screens.
